14-3-3 PPI = modulators of human 14-3-3 gamma - Raf peptide interaction. P61981. FP, 14-3-3gamma / TMR-pS259-Raf peptide binding. inhibition, % at 40 µM. 160,000 compounds, 0.19% hits. AID 422; in the data active means inhibition above about 30%;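 further: 0% = protein plus tracer without compound and 100% = blank with tracer alone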
Target sequence (P61981 whole entry, looked up): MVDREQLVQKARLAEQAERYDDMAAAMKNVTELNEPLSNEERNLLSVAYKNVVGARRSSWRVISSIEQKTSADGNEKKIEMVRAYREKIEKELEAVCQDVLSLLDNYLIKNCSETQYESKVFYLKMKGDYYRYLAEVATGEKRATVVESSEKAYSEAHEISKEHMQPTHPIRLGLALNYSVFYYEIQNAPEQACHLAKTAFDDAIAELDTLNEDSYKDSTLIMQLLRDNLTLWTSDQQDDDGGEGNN
An asterisk follows results filed as active; & = joins results of further samples. Not all compounds are listed; count on the stated rates, not on these rows.

14-3-3 PPI | smiles
-1 | CC(=O)OCCN1C(=O)c2ccccc2C1=O
-8 | CCCN(CCC)Cc1c(C)[nH]c2ccc(CC)cc2c1=O
-6 | CCOc1ccc(NC(=O)C2C3C=CC4(O3)C2C(=O)N(C(C)(C)C)C4C(=O)NC2CCCCC2)cc1 (centres undefined)
11 | COC(=O)C1=C(C)Nc2ncnn2C1c1ccc(OCc2ccc(C)cc2)cc1 (centres undefined)
-1 | CCN(CC)C(=O)C1CCN(Cc2cccc(OCc3ccccc3)c2)CC1
5 | COc1cc(CN2CCN(Cc3cc(OC)c4c(c3)OCO4)CC2)cc2c1OCO2
-8 | COc1ccc(C(=O)Nc2ccc3oc(-c4ccncc4)nc3c2)cc1Br
1 | NC(=O)C1(N2CCCCC2)CCN(C2CC(=O)N(Cc3cccs3)C2=O)CC1 (centres undefined)
0&-6 | C=CCNc1ncnc2c1cnn2-c1ccc(OC)cc1
-4 | O=C(CN1C(=O)COc2ccccc21)NCc1ccc(C(=O)O)cc1
-5 | O=C(Nc1ccc(Cl)cc1)Nc1cccnc1
-10 | O=C(CCCNS(=O)(=O)c1cccc2nsnc12)NCc1ccc(Cl)cc1
-6&-9 | O=C1NC2=C(C(=O)c3ccccc32)C(c2ccccc2)N1 (centres undefined)
-6 | CCOc1cc2[nH]c(=S)n(Cc3ccc(C(=O)NC(C)C)cc3)c(=O)c2cc1OCC
-10 | Cc1ccc(Cl)cc1NC(=O)CN1C(=O)c2ccc([N+](=O)[O-])cc2C1=O
-71 | COc1ccccc1NC(=O)c1c(NCc2ccccn2)sc2c1CCCC2
-12 | N#Cc1ccccc1NC(=O)CSc1nccn1CCc1ccccc1
-25 | CC(=O)c1cccc(NC(=O)c2ccccc2Br)c1
-145 | COc1ccc(NC(=O)c2ccc(S(=O)(=O)N3CCc4ccccc43)cc2)c2ccccc12
-2 | C=CCN=C(N)SCc1nc2ccccc2c(=O)[nH]1

A different layout for part of the listing above.
canonical_smiles	14-3-3 PPI
O=C(CCCNS(=O)(=O)c1cccc2nsnc12)NCc1ccc(Cl)cc1	-10
CCOc1cc2[nH]c(=S)n(Cc3ccc(C(=O)NC(C)C)cc3)c(=O)c2cc1OCC	-6

Retrieved by structure from above (6):
14-3-3 PPI | smiles
-10 | Cc1ccc(Cl)cc1NC(=O)CN1C(=O)c2ccc([N+](=O)[O-])cc2C1=O
-2 | C=CCN=C(N)SCc1nc2ccccc2c(=O)[nH]1
-5 | O=C(Nc1ccc(Cl)cc1)Nc1cccnc1
-71 | COc1ccccc1NC(=O)c1c(NCc2ccccn2)sc2c1CCCC2
-10 | O=C(CCCNS(=O)(=O)c1cccc2nsnc12)NCc1ccc(Cl)cc1
-6&-9 | O=C1NC2=C(C(=O)c3ccccc32)C(c2ccccc2)N1 (centres undefined)

(listing goes on)
14-3-3 PPI | smiles
-8 | O=C(O)C1C(c2ccccc2)C(C(=O)Oc2cccc3ccccc23)C1c1ccccc1 (centres undefined)
1 | CC(NC(=O)c1ccco1)c1ccc2c(c1)OCCO2 (centres undefined)
-20 | CC(=O)c1c(C)[nH]c(C(=O)Nc2ccc(OC(F)(F)F)cc2)c1C
-19 | COc1ccc2nc(NC(=O)Cc3ccc(Cl)cc3)sc2c1
-2 | CCCn1c(=S)[nH]c2cc(C(=O)N3CCOCC3)ccc2c1=O
-1 | Cc1ccc(C)c(NC(=O)c2cc(S(=O)(=O)NCCc3ccccc3)ccc2F)c1
-9 | CCc1cc(C(=O)OC)c(NC(=O)CCC(=O)O)s1
9 | COc1ccccc1-c1csc(NC(=O)c2cc(Cl)ccc2[N+](=O)[O-])n1
-1 | CC(=O)c1cc(OC(=O)c2ccncc2)ccc1OC(=O)c1ccncc1
-4 | O=C(NCCCNC(=O)C(F)(F)C(F)F)C(F)(F)C(F)F
-6 | O=c1[nH]cnc2scc(-c3ccc(F)cc3)c12
-4 | Cn1c(=O)cc(SCC(=O)Nc2ccc(Oc3ccccc3)cc2)c2ccc(Cl)cc21
0 | COc1ccc(C)cc1NC(=O)CN1CCN(C2c3ccccc3-c3ccccc32)CC1
2 | O=C(CCn1c(=S)oc2ccccc21)NC1CCCCCCC1
-7 | COc1cc(CNc2ccc3[nH]c(=O)[nH]c3c2)cc(Br)c1OCc1cccs1
-1 | CCc1nc(-n2nc(C)cc2C)n[nH]1
-2 | O=C(CSc1c2c(nc3ccccc13)CCC2)N1CCCC1
-9 | COCCN1Cc2cccc(C(=O)Nc3cc(C)cc(C)c3)c2C1=O
1 | O=C1CCCc2nn(-c3ccccc3)c(-c3ccc(Cl)cc3)c21
-8 | CC=CCOC(=O)C1=C(C)NC(=O)NC1c1cccc(Br)c1 (centres undefined)
-6 | CNS(=O)(=O)c1ccc(NC(=O)c2ccc(Cn3cc(Cl)cn3)o2)cc1
-11 | CCOC(=O)CNC(=O)c1sc2nc(C)cc(C)c2c1N
1 | CCN(CC)c1nc(C)nc2sc(C(=O)Nc3cc(OC)ccc3OC)c(C)c12
-9 | O=C(CCNS(=O)(=O)c1cccs1)N1CC=C(c2ccccc2)CC1
-7 | N#CCc1c(C#N)c(N)nc(N2CCN(S(=O)(=O)c3ccccc3)CC2)c1C#N
0 | CCN1CCN(c2nc(-c3ccc(Cl)cc3)cc(C(F)(F)F)n2)CC1
3 | CC1CCN(S(=O)(=O)N2CCCC(C(=O)NCCCN3CCOCC3)C2)CC1 (centres undefined)
-3 | C[C@H](NC(=O)NCc1cccs1)C(=O)O
1 | Cc1cccc(-n2cc(-c3ccc4c(c3)OCO4)[nH]c2=O)c1
-33 | CCCCNc1cc(C)nc(N2CCOCC2)n1
0 | COC(=O)c1c(N2C(=O)CCC2=O)sc2c1CCCC2
-4 | CCOC(=O)c1cnn(-c2ccccc2)c1NC(=O)c1cccs1
1 | CN1CCC2(CC1)C1CN(C)CC=C1C(C#N)=C(N)C2(C#N)C#N (centres undefined)
-2 | CCn1c(N)c(C(=O)NCc2ccccc2)sc1=S
-14 | COc1ccc(C2C3C(=O)N(c4cccc5ccccc45)C(=O)C3N3CCCN23)cc1 (centres undefined)
6 | CC(O)CN1C(=O)C(=O)/C(=C(/O)c2ccccc2)C1c1ccc(C(C)C)cc1 (centres undefined)
-3 | c1ccc(-n2ncc3c(NCCCN4CCOCC4)ncnc32)cc1
-9 | CC1CCN(C(=O)c2cnn(-c3ccccc3)c2NC(=O)c2cccc(F)c2)CC1
0 | O=C(c1ccccc1)N1CCCC(C(=O)N2CCN(c3ccccc3)CC2)C1 (centres undefined)
-5 | CC1(C)CC(=O)c2c(oc3ccc(NS(=O)(=O)c4ccccc4)cc23)C1

Sorted by the number under 14-3-3 PPI (smallest number first): some entries from above
molecule | 14-3-3 PPI
COc1ccc(C2C3C(=O)N(c4cccc5ccccc45)C(=O)C3N3CCCN23)cc1 (centres undefined) | -14
CC1(C)CC(=O)c2c(oc3ccc(NS(=O)(=O)c4ccccc4)cc23)C1 | -5
c1ccc(-n2ncc3c(NCCCN4CCOCC4)ncnc32)cc1 | -3
O=C(c1ccccc1)N1CCCC(C(=O)N2CCN(c3ccccc3)CC2)C1 (centres undefined) | 0
CN1CCC2(CC1)C1CN(C)CC=C1C(C#N)=C(N)C2(C#N)C#N (centres undefined) | 1

Further entries follow.
14-3-3 PPI | smiles
-1 | CC1CCN(c2cc(N3CCN(C(=O)c4cccs4)CC3)c([N+](=O)[O-])cc2F)CC1
-9 | COc1ccc(C2C(C(=O)Nc3ccc4c(c3)OCCO4)CCC(=O)N2c2cc(OC)c(OC)c(OC)c2)cc1 (centres undefined)
0 | O=C(c1cc(N2C(=O)C3C4CCC(C4)C3C2=O)ccc1Cl)N1CCN(c2ccccc2Cl)CC1 (centres undefined)
-7 | COc1ccc(C(=O)Nc2ccc3oc(Cc4ccc(Cl)cc4)nc3c2)cc1OC
-4 | N#Cc1nc(COc2ccc(-c3ccccc3)cc2)oc1NCCCN1CCOCC1
0 | O=C(NCc1ccc2c(c1)OCO2)c1c(O)c2cccc3c2n(c1=O)CCC3
-4 | Cc1cc(C)cc(-n2c(SCC(=O)N3CCOCC3)nc3c([nH]c4ccccc43)c2=O)c1
-17&-12 | CC(=O)Nc1ccc(S(=O)(=O)n2cnc3cc(C)c(C)cc32)cc1
-8 | CC(C(=O)NCc1ccccc1)N(c1ccccc1)S(C)(=O)=O (centres undefined)
-1 | OC(C#Cc1ccccc1)(c1ccccc1)c1ccccc1

Part of the list above in order of number of heavy atoms, descending.
14-3-3 PPI | smiles
-9 | COc1ccc(C2C(C(=O)Nc3ccc4c(c3)OCCO4)CCC(=O)N2c2cc(OC)c(OC)c(OC)c2)cc1 (centres undefined)
0 | O=C(c1cc(N2C(=O)C3C4CCC(C4)C3C2=O)ccc1Cl)N1CCN(c2ccccc2Cl)CC1 (centres undefined)
-4 | Cc1cc(C)cc(-n2c(SCC(=O)N3CCOCC3)nc3c([nH]c4ccccc43)c2=O)c1
-4 | N#Cc1nc(COc2ccc(-c3ccccc3)cc2)oc1NCCCN1CCOCC1
-7 | COc1ccc(C(=O)Nc2ccc3oc(Cc4ccc(Cl)cc4)nc3c2)cc1OC
-8 | CC(C(=O)NCc1ccccc1)N(c1ccccc1)S(C)(=O)=O (centres undefined)
-1 | OC(C#Cc1ccccc1)(c1ccccc1)c1ccccc1

New compounds follow.
14-3-3 PPI | smiles
-15&-8 | O=C(CCn1c(=O)c2ccccc2n(Cc2cc(=O)n3ccccc3n2)c1=O)NCc1ccco1
-20 | CCN(CC)C(=O)Cn1cnc2sc(C(=O)Nc3cc(Cl)ccc3OC)c(C)c2c1=O
0 | CC(=O)N1CC2(C)CN(C(C)=O)CC(C)(C1)C2
-2 | O=C(Nc1ccc(N2CCOCC2)c(Cl)c1)c1ccco1
0 | CC(=O)Nc1ccc(S(=O)(=O)N2CCN(c3cc(C)ccc3C)CC2)cc1
7 | Cc1nn(-c2ccccc2)c(C)c1NC(=O)Cc1cccs1
-2 | O=[N+]([O-])c1ccc2nn(-c3ccccc3)nc2c1
-9 | Cc1ccc(C(=O)Nc2ccc(Cl)cc2)cc1S(=O)(=O)N1CCOCC1
-20 | Cc1ccc(Nc2nnc(-c3cc4c(ccc5ccccc54)oc3=O)s2)cc1
-3 | CCOc1ccccc1Nc1ccc(C(=O)O)cc1NC(C)=O
-11 | Cc1ccc(-c2nc3ccccc3s2)cc1NC(=O)c1ccccc1C
-2 | O=[N+]([O-])c1ccc(C2Nc3c(cccc3C(F)(F)F)C3C=CCC32)cc1 (centres undefined)
-4 | CCc1cccc(CC)c1N1C(=O)CCC1=O
-4 | c1ccc(-c2csc(-n3cnnn3)n2)cc1
0 | Cc1nnsc1C(=O)Nc1ccccc1Cl
-56 | CC(=O)c1sc(N2N=C(c3ccc(CC(C)C)cc3)CC2c2ccco2)nc1C (centres undefined)
-1 | CSCCOC(=O)C1=C(C)NC(=O)NC1c1ccccc1C (centres undefined)
4 | O=C(c1ccc(-c2ccc(Cl)cc2)o1)N1CCN(c2ccc([N+](=O)[O-])cc2Cl)CC1
1 | O=C(Cn1c(=O)n(CCC(=O)N2CCc3ccccc3C2)c(=O)c2ccccc21)NCc1ccccc1Cl
3 | COc1ccc(C(=O)N2c3ccccc3N(Cc3ccc([N+](=O)[O-])cc3)C(=O)C2(C)C)cc1
-6 | COc1ccc(-n2nnnc2SCC(=O)c2ccc(O)c(O)c2)cc1
-10&4 | Cc1nn(CC(=O)Nc2ccc(C(=O)N(C)C)cc2)c(=O)c2ccccc12
-14 | CC(C)CC(C(=O)Nc1nc2ccccc2s1)N1C(=O)c2ccccc2C1=O (centres undefined)
-3 | CC(=O)N1CCc2cc(S(=O)(=O)NC(CC(C)C)C(=O)Nc3cccc(C)c3C)ccc21 (centres undefined)
-2 | CC(=O)c1c(C)[nH]c(C(=O)NCC2COc3ccccc3O2)c1C (centres undefined)
-4 | CCCOc1ccc(C(=O)Nc2ccc3nn(-c4ccc(Cl)cc4)nc3c2)cc1
-8 | O=C(Nc1ccccc1C(=O)O)c1ccc(NC(=O)c2ccccc2Br)cc1
-7 | C=CCC(NCc1cccs1)c1ccco1 (centres undefined)
-6 | CCCOc1ccc(N2CC(C(=O)Nc3ccccc3F)CC2=O)cc1 (centres undefined)
-7 | Cc1ccc(CSc2ncccc2C(=O)Oc2ccccc2Cl)cc1
4 | Clc1ccc(C2=Nc3ccccc3NC(c3ccccc3)C2)cc1 (centres undefined)
-5 | Cc1sc2ncn(CC(=O)NCC3COc4ccccc4O3)c(=O)c2c1S(=O)(=O)N1CC(C)CC(C)C1 (centres undefined)
-3 | O=C(NCC1CCCO1)c1ccc2nc(N3CCCCC3)sc2c1 (centres undefined)
-25 | O=C(C[n+]1cccc(C(=O)Nc2ccccc2)c1)c1ccc(NC(=O)c2ccccc2)cc1
-14 | CCOc1ccc(-n2c(C)nc3cc(C(=O)NCCOC)ccc32)cc1
-2 | COc1cccc2ccc(=O)[nH]c12
-4 | CC(C)C(C(=O)OCC(=O)c1ccc([N+](=O)[O-])cc1)N1C(=O)C2C3C=CC(C3)C2C1=O (centres undefined)
